Screening data from PubChem BioAssay.
SRC1 inh: SRC1 coactivator transcriptional activity inhibitors, primary screen, cell-based, luminescence. Nuclear receptor coactivator 1 (Homo sapiens), Q15788. HEK293 GAL4-SRC1 luciferase reporter. inhibition, % at 3.6 µM. 360,000 tested, 0.12% active. AID 588354, 2011;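 active = inhibition above the campaign mean plus 3 SD, with each screening campaign given its own cutoff, cut at about 60% in these data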;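 note: 0% = DMSO treated cells and 100% = gossypol at 36 µM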
LMP1 NFkB inh: EBV LMP1-driven NF-kappaB luciferase reporter inhibitors, primary screen, cell-based, luminescence, single point. LMP1-induced NF-kappaB luciferase reporter cells. inhibition, % at 12.5 µM. 350,000 tested, 0.69% active. AID 504558, 2011; in the data active = inhibition above about 41%;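 note: 0% = neutral control wells and 100% = reference inhibitor control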
Shn3 inh set2: reduction of Shn3 3'UTR firefly luciferase signal, primary screen, Schnurri-3 inhibitor project, cell-based, Clone20 osteoblasts, set 2. Clone20 osteoblast Shn3 3'UTR firefly luciferase, 24 h. inhibition, % at 12.5 µM. 360,000 tested, 0.52% active;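 active = mean inhibition of at least 75% with every replicate also reaching 75%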;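 note: 0% = median of neutral control wells and 100% = pilot-screen positive control compound; some compounds past the cut are filed as inactive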
NR5A2 inv ag: LRH-1 (NR5A2) inverse agonists, primary screen, cell-based, luminescence, HEK293T, StAR-luciferase reporter; AID 602396, 2012; 360,000 tested, 0.13% active; LRH-1 transfected, 24 h; inhibition, % at 3.6 µM;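 active = inhibition above the mean inhibition of all tested compounds plus 3 SD, cut at about 73% in these data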;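 note: 0% = DMSO wells and 100% = reporter-only cells lacking LRH-1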
Target sequence (O00482 whole entry, looked up): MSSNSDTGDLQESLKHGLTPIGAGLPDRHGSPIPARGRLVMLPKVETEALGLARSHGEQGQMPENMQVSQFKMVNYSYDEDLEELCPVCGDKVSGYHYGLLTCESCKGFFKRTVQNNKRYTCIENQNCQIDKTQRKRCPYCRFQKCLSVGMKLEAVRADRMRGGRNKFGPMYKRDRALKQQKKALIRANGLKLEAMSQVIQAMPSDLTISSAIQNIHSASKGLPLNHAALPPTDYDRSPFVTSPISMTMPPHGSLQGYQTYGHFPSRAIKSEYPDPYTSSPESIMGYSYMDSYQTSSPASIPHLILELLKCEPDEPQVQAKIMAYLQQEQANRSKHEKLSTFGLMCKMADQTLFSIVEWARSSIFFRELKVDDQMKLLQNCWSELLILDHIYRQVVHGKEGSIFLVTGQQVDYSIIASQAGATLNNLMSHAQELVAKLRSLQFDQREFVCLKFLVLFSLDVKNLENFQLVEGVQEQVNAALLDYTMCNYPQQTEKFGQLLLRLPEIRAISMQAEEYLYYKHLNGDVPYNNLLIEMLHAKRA
TRAIL sens C8: viability loss with TRAIL in NB7+C8 cells, primary screen, TRAIL sensitizer project, cell-based, ATPlite luminescence. inhibition (viability loss, TRAIL sensitization), % at 10 µM. AID 624354, 2012. 360,000 tested, 1% active;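 active = compounds causing at least 50% loss of cell viability in the single-dose screen, relative to plate controls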
NR2F2 inh: NR2F2 transcriptional activity inhibitors, primary screen, cell-based, luciferase reporter, HEK293T, luminescence | COUP transcription factor 2 (Homo sapiens), P24468 | HEK293T NGFI-A luciferase reporter | inhibition, % at 8.6 µM | 370,000 tested, 0.7% active;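 active = inhibition above a per-plate cutoff, mean inhibition of test wells between control levels plus 3 SD, cut at about 38% in these data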;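 note: cells cotransfected with COUP-TFII expression vector driving the NGFI-A reporter; 0% = median of COUP-TF2 test wells and 100% = reporter-only cells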
Target sequence (P24468 whole entry, looked up): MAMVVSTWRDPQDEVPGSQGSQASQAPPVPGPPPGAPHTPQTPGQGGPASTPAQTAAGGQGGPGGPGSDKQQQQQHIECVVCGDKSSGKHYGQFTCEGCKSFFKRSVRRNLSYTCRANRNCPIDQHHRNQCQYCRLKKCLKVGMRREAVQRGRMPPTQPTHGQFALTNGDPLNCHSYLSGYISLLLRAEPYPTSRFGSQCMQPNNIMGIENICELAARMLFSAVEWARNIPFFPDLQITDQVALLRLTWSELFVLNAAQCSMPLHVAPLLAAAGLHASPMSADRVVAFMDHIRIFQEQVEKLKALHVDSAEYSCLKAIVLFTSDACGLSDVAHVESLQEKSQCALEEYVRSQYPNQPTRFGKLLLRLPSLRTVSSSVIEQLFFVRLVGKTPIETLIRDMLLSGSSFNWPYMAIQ
SRC3 inh: SRC3 coactivator transcriptional activity inhibitors, primary screen, cell-based, luminescence; Nuclear receptor coactivator 3 (Homo sapiens), Q9Y6Q9; HEK293 GAL4-SRC3 luciferase reporter; inhibition, % at 3.6 µM; 360,000 tested, 0.17% active; AID 588352, 2011;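 active = inhibition above a per-campaign cutoff, the mean of all compounds plus 3 SD, cut at about 60% in these data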;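 note: 0% = DMSO-treated cells and 100% = gossypol-treated cells at 36 µM; higher means less SRC3-driven luciferase light from the GAL4 reporter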
KKLEB tox: cytotoxicity in KKLEB CF airway cells, primary screen, cytotoxicity control for CF NF-kB inhibitor project, cell-based, uHTS, fluorescence assay plates; KKLEB CF airway cells viability, ATPlite luminescence, overnight; hits give low values; cells stimulated with P. aeruginosa culture filtrate; activity change (cytotoxicity), % at 5 µM; 360,000 tested, 0.36% active; AID 602141, 2011;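 active = corrected activity change at or below -50% at 5 µM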
CF NFkB block: inhibitors of PAF-induced NF-kB signaling, primary screen, cell-based, GFP fluorescence, uHTS; KKLEB NF-kB-GFP reporter, GFP fluorescence overnight; inhibition, % at 5 µM; 360,000 tested, 0.86% active; AID 588850, 2011;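 active = at least 50% inhibition at 5 µM, scaled per plate between neutral and stimulator controls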;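 note: PAF is a Pseudomonas aeruginosa culture filtrate used as stimulus; plate controls were PAF-stimulated DMSO wells for no effect and unstimulated DMSO wells for full effect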
TWEAK-Fn14 inh: inhibitors of TWEAK-Fn14 signaling, primary screen, luciferase reporter cells, uHTS. inhibition, % at 10 µM. AID 1159606, 2016. TWEAK-stimulated Fn14 reporter cells, luciferase luminescence, 8 h. 360,000 tested, 2% active; in the data active = inhibition above about 50%
TROY NFkB inh: inhibitors of TROY-driven NF-kB signaling, primary screen, Q293 LMP1-TROYcd cells, NF-kB luciferase, uHTS. Q293 LMP1-TROYcd NF-kB luciferase reporter, 4 h. inhibition, % at 10 µM. 360,000 tested, 0.98% active;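 active = compounds whose plate-normalised and pattern-corrected inhibition of the luciferase reporter signal at the single screening dose is 50% or more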
An asterisk follows results filed as active; nt = no result given.

SMILES	SRC1 inh	LMP1 NFkB inh	Shn3 inh set2	NR5A2 inv ag	TRAIL sens C8	NR2F2 inh	SRC3 inh	KKLEB tox	CF NFkB block	TWEAK-Fn14 inh	TROY NFkB inh
CCCCCOc1ccc(C2C(C(C)=O)=C(C)Nc3ncnn32)cc1OC (stereo not drawn)	-28	5	19	6	-17	9	9	-9	-7	10	23
O=C1[C@@H](Oc2ccccc2)[C@@H](c2ccncc2)N1c1ccccc1	1	8	11	11	-5	20	-6	-10	25	12	0
Cc1ccc(NC(=O)COC(=O)CNC(=O)C2CCCCC2)cc1S(=O)(=O)N(C)C	-17	-12	1	0	-6	-15	-7	2	10	-5	3
CC1CC(C)CN(C(=O)C2CCC(CNS(=O)(=O)c3ccccc3)CC2)C1 (stereo not drawn)	8	8	11	10	2	4	1	13	2	11	8
COc1ccc(OC)c(CN2CCN(C(=O)CNC(=O)c3ccc(C(C)(C)C)cc3)CC2)c1	-13	-1	18	10	7	8	9	10	-1	4	1
Cc1ccccc1CC1(CO)CCCN(Cc2ccc(C#CC(C)(C)O)cc2)C1 (stereo not drawn)	-14	-10	19	7	-2	8	16	-5	6	8	10
CC(NC(=O)c1ccc(Cl)c(S(=O)(=O)N2CCCCCC2)c1)c1cccnc1 (stereo not drawn)	-1	8	29	8	2	30	19	-9	-6	-3	17
COc1ccc(C(=O)Nc2nc3ccccc3s2)cc1	-77	13	6	-173	60*	3	-107	-22	-56	98*	49
O=C(C[C@H]1C/C=C\CC[C@H](Cc2ccc(F)cc2)C(=O)OC[C@H]2CCCN2C1=O)N[C@@H](CO)Cc1ccccc1	-11	14	-8	-4	0	0	1	6	8	-6	10
CCN(c1ccccc1)S(=O)(=O)c1ccc(C(=O)N2CCN(c3ccccc3F)CC2)cc1	10	-2	24	3	28	4	0	6	0	-12	3
COc1ccc(CCN2C(=O)CC(Cc3ccc(Br)cc3)C2=O)cc1OC (stereo not drawn)	12	3	-12	1	-9	1	10	2	0	6	-14
Nc1c(Cl)cc(Cl)cc1C(=O)OCC(=O)N1CCOCC1	16	-4	17	3	-4	12	-6	-6	10	-1	1
Cc1cc(C)nc(N/N=C/c2ccncc2)n1	-18	6	-22	7	11	10	-25	14	-23	12	0
CNC(=O)C[C@@H]1C(=O)N(CCc2ccccc2)CC1(C)C	-2	1	-18	-8	-9	9	-9	-10	4	-6	-6
NC(=O)c1ccc(/C=N/O)[n+](Cc2ccccc2)c1	13	-3	4	-4	-6	4	-5	-6	-11	-4	18
CC(=O)N1CCOc2ccc(S(=O)(=O)Nc3cccc(C)n3)cc21	6	12	2	5	-4	3	1	-2	8	2	-6
COc1ccc(CC(=O)N/N=C(\C)c2cccnc2)cc1OC	-17	6	14	-12	11	23	-7	3	-3	-15	-24
COc1ccc(N2CCN(CCCNC(=O)C3CCCN(S(=O)(=O)c4c(C)n[nH]c4C)C3)CC2)cc1 (stereo not drawn)	-14	-5	-30	-1	2	6	7	10	11	0	6
Cc1ccc(C)c(NC(=S)NCc2cccs2)c1	6	0	-1	5	19	17	5	-5	30	5	-1
C=CCN(c1ccccc1)S(=O)(=O)c1cccc(C(=O)Nc2nnc(SCC)s2)c1	-8	-2	5	-14	-9	7	-9	-3	-13	13	53*
COc1cccc(N2CCN(C(=O)C3CCCN(S(=O)(=O)c4cnc[nH]4)C3)CC2)c1 (stereo not drawn)	-16	-26	-4	-7	1	3	-16	-3	15	-13	-3
O=C(Cn1cnc2ccccc2c1=O)Nc1ccc(S(=O)(=O)N2CCOCC2)cc1	6	6	-6	5	0	-13	7	4	20	2	8
COc1ccc(C(O)Cn2ccsc2=NC(C)=O)cc1 (stereo not drawn)	-12	-15	3	-6	2	2	-4	0	-8	1	-4
CC1CC(C)CN(CCCNC(=O)c2c(O)nc3ccccn3c2=O)C1 (stereo not drawn)	5	2	-17	8	-6	4	4	-7	13	14	1
CCN(c1ccccc1)S(=O)(=O)c1ccc(OC)c(NC(=O)Cn2cnc3c2c(=O)n(C)c(=O)n3C)c1	-5	-3	27	-9	-8	4	13	9	0	-13	22
CC(=O)c1ccc(NC(=O)C(C)Sc2nnc3ccccn23)cc1 (stereo not drawn)	-3	-1	-12	-29	-3	-12	1	2	-5	8	1
Cc1ccc(F)c(S(=O)(=O)NC(=O)C2(C)CCN2C(=O)CC2CCCCC2)c1 (stereo not drawn)	-3	nt	-27	9	0	9	-15	-3	-12	6	-10
CCN1CCN(C(=O)CCc2nc3ccccc3n2-c2ccccc2)CC1	-21	2	-53	-14	7	-5	3	4	11	3	7
O=C(CSc1nc2ccccc2s1)N/N=C/c1ccc(C(=O)O)cc1	-14	-1	-6	9	-9	-5	4	1	1	-6	-12
CCN(CC(=O)NC1CCS(=O)(=O)C1)C(=O)COc1ccccc1-c1ccccc1 (stereo not drawn)	7	5	9	-8	-4	9	1	7	-2	-20	-3
Cn1cccc1Cc1nnc(SCC(=O)N2CCCc3ccccc32)n1-c1ccc(F)cc1	1	4	10	22	-16	-12	6	14	5	35	0
O=C(CN1C(=O)NC2(CCCCCCC2)C1=O)NCc1ccc2c(c1)OCO2	-3	2	4	-6	-5	-3	21	0	-6	2	-21
O=C(ON=C1CCN(S(=O)(=O)c2ccccc2)CC1)c1cccc(Cl)c1	-3	-10	-15	16	-3	-1	17	1	-1	-2	-9
Cc1c(Cl)c([N+](=O)[O-])nn1CCCC(=O)NC1CCCCC1	1	11	17	-10	-24	-9	-6	12	0	-4	10
O=C(Nc1cc2ccccc2oc1=O)C1CCCCC1	-65	-26	4	-112	15	-4	-125	3	-20	8	-41
O=S(=O)(NCCN1CCOCC1)c1ccc(Cl)c(Cl)c1	-10	-1	4	8	7	4	-1	-3	10	-3	3
CCCC(=O)Nc1ccc(-c2csc(-c3cccnc3)n2)cc1	-22	-9	-14	-55	-11	-18	-19	11	-16	-6	-30
CC(=O)c1cccc(NC(=O)C(C)OC(=O)CCCN=C2NS(=O)(=O)c3ccccc32)c1 (stereo not drawn)	-3	16	-6	5	21	0	6	9	-15	-15	-21
COc1ccc(-c2cccc3c2NC(=O)C3=O)cc1OC	-46	-4	5	34	-14	10	-12	-2	7	0	6
CCC(C)c1ccc(OCC(=O)Nc2ccc3c(c2)C(=O)NC3=O)cc1 (stereo not drawn)	-4	10	0	16	4	10	-30	-21	27	-6	-15
CCOC(=O)C1CCCN(C(=O)C2CCN(S(=O)(=O)N3CCC4(CC3)OCCO4)CC2)C1 (stereo not drawn)	-16	-32	7	7	4	-22	16	4	0	3	-4
Oc1ccccc1-c1ccn[nH]1	-17	-6	8	-3	-25	6	4	-9	-8	4	-12
CCOc1cc(C(=O)Nc2cc(C)ccc2OC)ccc1OCC(=O)N1CCCCC1	10	5	-3	-17	-3	14	18	-5	8	-5	2
CCC(=O)Nc1ccc(NC(=O)CSc2nnc(-c3ccco3)n2CC)cc1	14	-10	-26	18	-4	-13	16	21	-12	-18	-14
CN(Cc1ccccc1Br)C(=O)CN1C(=O)NC2(CCCCCC2)C1=O	-4	1	10	5	-4	-5	28	-12	1	-11	-19
COc1cc(C2C3=C(COC3=O)Oc3cc4c(cc32)OCO4)cc(OC)c1OC(C)=O (stereo not drawn)	-4	5	15	16	2	-73	20	-34	67*	-19	12
CC(=O)Nc1ccc(S(=O)(=O)NCc2nc(-c3ccccc3Cl)no2)cc1	-11	-8	1	-15	-17	2	7	-4	-2	-2	-4
O=C(Nc1ccc(Br)cc1F)c1sccc1-n1cccc1	-8	11	8	15	3	14	10	-10	-16	-22	-58

Grouped by structure, the entries above with four or more nitrogen atoms
SMILES	SRC1 inh	LMP1 NFkB inh	Shn3 inh set2	NR5A2 inv ag	TRAIL sens C8	NR2F2 inh	SRC3 inh	KKLEB tox	CF NFkB block	TWEAK-Fn14 inh	TROY NFkB inh
CCCCCOc1ccc(C2C(C(C)=O)=C(C)Nc3ncnn32)cc1OC (stereo not drawn)	-28	5	19	6	-17	9	9	-9	-7	10	23
Cc1cc(C)nc(N/N=C/c2ccncc2)n1	-18	6	-22	7	11	10	-25	14	-23	12	0
COc1ccc(N2CCN(CCCNC(=O)C3CCCN(S(=O)(=O)c4c(C)n[nH]c4C)C3)CC2)cc1 (stereo not drawn)	-14	-5	-30	-1	2	6	7	10	11	0	6
C=CCN(c1ccccc1)S(=O)(=O)c1cccc(C(=O)Nc2nnc(SCC)s2)c1	-8	-2	5	-14	-9	7	-9	-3	-13	13	53*
COc1cccc(N2CCN(C(=O)C3CCCN(S(=O)(=O)c4cnc[nH]4)C3)CC2)c1 (stereo not drawn)	-16	-26	-4	-7	1	3	-16	-3	15	-13	-3
O=C(Cn1cnc2ccccc2c1=O)Nc1ccc(S(=O)(=O)N2CCOCC2)cc1	6	6	-6	5	0	-13	7	4	20	2	8
CC1CC(C)CN(CCCNC(=O)c2c(O)nc3ccccn3c2=O)C1 (stereo not drawn)	5	2	-17	8	-6	4	4	-7	13	14	1
CCN(c1ccccc1)S(=O)(=O)c1ccc(OC)c(NC(=O)Cn2cnc3c2c(=O)n(C)c(=O)n3C)c1	-5	-3	27	-9	-8	4	13	9	0	-13	22
CC(=O)c1ccc(NC(=O)C(C)Sc2nnc3ccccn23)cc1 (stereo not drawn)	-3	-1	-12	-29	-3	-12	1	2	-5	8	1
CCN1CCN(C(=O)CCc2nc3ccccc3n2-c2ccccc2)CC1	-21	2	-53	-14	7	-5	3	4	11	3	7
Cn1cccc1Cc1nnc(SCC(=O)N2CCCc3ccccc32)n1-c1ccc(F)cc1	1	4	10	22	-16	-12	6	14	5	35	0
Cc1c(Cl)c([N+](=O)[O-])nn1CCCC(=O)NC1CCCCC1	1	11	17	-10	-24	-9	-6	12	0	-4	10
CCC(=O)Nc1ccc(NC(=O)CSc2nnc(-c3ccco3)n2CC)cc1	14	-10	-26	18	-4	-13	16	21	-12	-18	-14
CC(=O)Nc1ccc(S(=O)(=O)NCc2nc(-c3ccccc3Cl)no2)cc1	-11	-8	1	-15	-17	2	7	-4	-2	-2	-4

Only part of the results is shown (hit frequency here may not be typical).
